Screening results deposited in PubChem BioAssay by several laboratories.
Spn MK inh: inhibitors of Streptococcus pneumoniae mevalonate kinase. purified MK, PK/LDH-coupled NADH absorbance 340 nm. inhibition, % at 10 µM. hit rate 0.48% among 65,000. AID 555;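 active = ranked among the strongest by inhibition in the single 10 µM screen, a fixed top-ranked set picked for dose follow-up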; also: no value below 0 was filed
HPDE-C7K KRASV12: viability loss of HPDE-C7K cells – cell-based, fluorescence, HTS, primary screen (AID 431) | HPDE-C7K KRASV12 cells, Alamar Blue viability, 48 h; higher % means a stronger effect | cytotoxicity, % at 10 µM, or EC50 in µM where a hit was titrated | hit rate 1.7% among 63,000;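 active = compounds whose percent cytotoxicity in the single-dose primary screen, scaled between solvent and toxic-drug controls, exceeds 50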;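 also: 0% = DMSO solvent wells and 100% = doxorubicin-treated wells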
Spn PMK inh: blocks S. pneumoniae phosphomevalonate kinase. purified PMK, PK/LDH-coupled NADH absorbance 340 nm. inhibition, % at 10 µM. hit rate 0.49% among 65,000;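 active = top-ranked compounds by inhibition in the single 10 µM screen, taking a fixed number of the strongest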;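 also: 0% = full reaction with DMSO carrier and 100% = background rate without enzyme reaction; no value below 0 was filed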
HPDE-C7 cytotoxicity: cytotoxicity in HPDE-C7 cells, cell-based, fluorescence, HTS (AID 430); HPDE-C7 pancreatic duct cells viability, fluorescence; higher % means a stronger effect; one-dose cytotoxicity, % at 10 µM; EC50 in µM for titrated hits; hit rate 1.8% among 63,000;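 also: cells exposed to compound for 48 hours before viability readout; 0% = vehicle and 100% = reference cytotoxic drug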
TNAP inhibition: inhibition of tissue-nonspecific alkaline phosphatase – biochemical, luminescent (AID 518) | purified TNAP enzyme, luminescent substrate readout; higher % means a stronger effect | inhibition, % at 20 µM; hits with a dose series show IC50 in µM | hit rate 0.09% among 64,000; in the data active = a potency from the dose series; inactive = the rest, 99 in 100 with inhibition below about 22%;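 also: plate controls were vehicle for no effect and reference inhibitor for full effect; many of its hits are not listed in these tables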
LYP phosphatase: inhibition of human PTPN22 tyrosine phosphatase – biochemical, DiFMUP fluorescence, recombinant catalytic domain, 10 µM, primary screen (AID 606). recombinant LYP catalytic domain, DiFMUP fluorescence; higher % means a stronger effect. one-dose inhibition, % at 10 µM; IC50 in µM for titrated hits. 52,000 tested, under 10 active;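 active = IC50 under 40 µM in the dose-response test; inactive = IC50 of 40 µM or more, or never dose-tested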
DPM-DC inhibit: blocks S. pneumoniae diphosphomevalonate decarboxylase. purified DPM-DC, PK/LDH coupled NADH fluorescence. hit rate 0.49% among 65,000. calls only at 10 µM;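 active = the 320 compounds with the highest percent inhibition in the single-dose primary screen, excluding strongly autofluorescent ones, cut at about 32% in these data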;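 also: kinetic rate of NADH fluorescence loss reporting ADP formed by the decarboxylase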
Bfl-1 inhibitors: displacement of Bid BH3 peptide from Bfl-1 – biochemical, fluorescence polarization, FITC-Bid, mouse, primary screen (AID 432); hit rate 0.02% among 64,000; displacement, % at 20 µM; hits with a dose series show IC50 in µM; FITC-Bid BH3 peptide fluorescence polarization displacement; higher % means a stronger effect; in the data active = a potency from the dose series; inactive = the rest, 99 in 100 with displacement below about 15%; also: strong numbers were not always called active
HT1080 viability: cytotoxicity in HT1080 fibrosarcoma cells, cell-based, fluorescence readout (AID 620). HT1080 viability, fluorescence; higher % means a stronger effect. cytotoxicity, % at 10 µM, or EC50 in µM where a hit was titrated. hit rate 0.42% among 87,000;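 also: cells exposed to compound overnight then 4 h with Alamar Blue; 0% = vehicle DMSO and 100% = killing control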
Spn PMK inh pilot replicates: second read-out of Spn PMK inh, no call of its own (marks repeat the call); inhibition, %; measured here: pilot screen replicates
Spn MK inh pilot replicates: recorded beside Spn MK inh, whose call it bears; inhibition, %; measured here: pilot screen replicates
DPM-DC inhibit pilot screen %: further read-out of DPM-DC inhibit, marked with its call; inhibition, %; measured here: pilot screen trials
* marks the source's active call; other numbers are inactive results; i = inactive; x = not tested or not shown. Rule as the data show it, unless noted: active = cytotoxicity above about 50%; inactive = the rest.

SMILES	Spn MK inh	HPDE-C7K KRASV12	Spn PMK inh	HPDE-C7 cytotoxicity	TNAP inhibition	LYP phosphatase	DPM-DC inhibit	Bfl-1 inhibitors	HT1080 viability	others
Nc1c(C(=O)NC2CCCCC2)c2nc3ccccc3nc2n1/N=C/c1ccco1	9	5%	13	5%	12%	x	x	0%	18%
COc1cccc(OCC(O)CO)c1 (stereo unspecified)	0	11%	13	8%	6%	x	i	5%	-6%
CN(CC(=O)NC1CCCCC1)S(=O)(=O)c1ccc(Br)s1	3	-12%	20	-11%	9%	2%	i	-12%	x
Cc1ccnc(NC(=O)CCC(=O)N(CC(=O)NC2CCCCC2)CC2CCCO2)c1 (stereo unspecified)	2	6%	1	7%	6%	4%	i	-5%	6%
CCSc1nc(N)c2c3c(sc2n1)CCC3	0	21%	4	-3%	6%	11%	i	0%	-7%
CC(=O)C1C(=O)C=C(c2ccco2)CC1c1ccccc1 (stereo unspecified)	0	-10%	15	-10%	-4%	x	i	-3%	1%
O=C(O)c1cccnc1SCC(=O)N1CCCCCC1	0	2%	0	-5%	12%	-6%	i	-3%	-2%
COc1ccccc1N1CCN(CCCNC(=O)Nc2ccccc2C)CC1	3	-11%	17	-5%	-3%	7%	i	-9%	x
CCc1nnc(NC(=O)C2CCCN(c3nc4ccccc4s3)C2)s1 (stereo unspecified)	5	-5%	12	3%	1%	x	i	-5%	6%
CCN1CCN(C(=O)c2cc3sccc3n2CC(=O)c2ccccc2)CC1	13	-8%	2	-17%	8%	x	i	0%	12%
Cc1ccc(-c2ccc(=O)n(CC(=O)NCCCN3CCCCC3)n2)cc1	7	8%	18	8%	-1%	-11%	i	-4%	4%
CCCCN(C(=O)NC(=O)Nc1cccc(C)c1C)S(C)(=O)=O	0	2%	8	5%	10%	9%	i	3%	-8%
CCN(CCCNC(=O)C1CCC(=O)N1Cc1ccc(C)cc1)c1cccc(C)c1 (stereo unspecified)	3	6%	18	-8%	2%	4%	i	-3%	4%
CN(C)c1nc(OCCOC(=O)c2ccccc2)nc(N(C)C)n1	8	11%	1	6%	13%	12%	i	-3%	-9%
Cc1ccc(C2c3c(-c4ccccc4O)n[nH]c3C(=O)N2Cc2ccncc2)cc1 (stereo unspecified)	10	8%	6	-4%	-3%	4%	i	11%	7%
O=C(CSC1=NS(=O)(=O)c2ccccc21)Nc1ccccc1	2	3%	12	-2%	4%	-1%	i	19%	4%
CCn1c(SCC(=O)NCc2ccco2)nc2cccnc21	7	-20%	0	-10%	9%	7%	i	-5%	14%
N=P(N1CCOCC1)(N1CCOCC1)C12CC3CC(CC(C3)C1)C2	0	-9%	11	-5%	4%	12%	i	0%	3%
O=C1SC(c2ccccc2)=C/C1=C\N1CCCCC1	0	3%	12	16%	24%	4%	i	-3%	-3%
COc1ccccc1C(O)P(=O)(OC(C)C)c1ccc(N(C)C)cc1 (stereo unspecified)	4	-1%	10	-5%	10%	8%	i	-1%	16%	Spn PMK inh pilot replicates=4.5;Spn MK inh pilot replicates=0.0;DPM-DC inhibit pilot screen %=1.5
COc1cccc(C2=CC(c3cccc(OC)c3OC(F)F)n3nnnc3N2)c1 (stereo unspecified)	2	-14%	9	-21%	6%	8%	i	-10%	8%
COc1ccccc1Oc1ccc(S(=O)(=O)N2CCOCC2)cc1S(=O)(=O)N1CCOCC1	6	-6%	11	-11%	13%	4%	i	2%	0%	Spn PMK inh pilot replicates=4.0;Spn MK inh pilot replicates=3.5;DPM-DC inhibit pilot screen %=7.0
CCOC(=O)CN1C(=O)NC2NC(=O)NC21 (stereo unspecified)	0	-3%	11	-5%	3%	18%	i	-3%	-14%
COc1ccc2ncn(-c3ccccc3)c2c1	0	-26%	13	-26%	14%	2%	i	-5%	1%
O=C(NC1CCCCCC1)C1CCN(c2nc3ccccc3o2)CC1	10	-5%	24	-23%	0%	x	i	-3%	-1%
O=C(Nc1ccccn1)NC(C(F)(F)F)C(F)(F)F	4	8%	1	-6%	10%	6%	i	3%	-2%	Spn PMK inh pilot replicates=0.5;Spn MK inh pilot replicates=0.0;DPM-DC inhibit pilot screen %=0.0
CCc1nc(Nc2ccc3nccnc3c2)c2oc3ccccc3c2n1	8	5%	10	0%	13%	10%	i	-9%	0%
N#Cc1c(N)n(CCOC(=O)c2cccc(Br)c2)c2nc3ccccc3nc12	1	5%	0	22%	14%	16%	x	-10%	0%	Spn PMK inh pilot replicates=1.0;Spn MK inh pilot replicates=0.0
CC(C)Oc1ccc(CNCC2(O)CCOC(C)(C)C2)cc1 (stereo unspecified)	0	0%	0	4%	7%	-10%	i	3%	-5%
O=C(NCc1ccc2c(c1)OCO2)C1CC(=O)N(C2CCCCCCC2)C1 (stereo unspecified)	13	7%	7	6%	-3%	7%	i	-3%	34%

Five compounds already listed, arranged by SMILES length, low to high.
SMILES	Spn MK inh	HPDE-C7K KRASV12	Spn PMK inh	HPDE-C7 cytotoxicity	TNAP inhibition	LYP phosphatase	DPM-DC inhibit	Bfl-1 inhibitors	HT1080 viability	others
CCOC(=O)CN1C(=O)NC2NC(=O)NC21 (stereo unspecified)	0	-3%	11	-5%	3%	18%	i	-3%	-14%
O=C1SC(c2ccccc2)=C/C1=C\N1CCCCC1	0	3%	12	16%	24%	4%	i	-3%	-3%
CCn1c(SCC(=O)NCc2ccco2)nc2cccnc21	7	-20%	0	-10%	9%	7%	i	-5%	14%
O=C(NC1CCCCCC1)C1CCN(c2nc3ccccc3o2)CC1	10	-5%	24	-23%	0%	x	i	-3%	-1%
COc1ccccc1C(O)P(=O)(OC(C)C)c1ccc(N(C)C)cc1 (stereo unspecified)	4	-1%	10	-5%	10%	8%	i	-1%	16%	Spn PMK inh pilot replicates=4.5;Spn MK inh pilot replicates=0.0;DPM-DC inhibit pilot screen %=1.5

(next part)
SMILES	Spn MK inh	HPDE-C7K KRASV12	Spn PMK inh	HPDE-C7 cytotoxicity	TNAP inhibition	LYP phosphatase	DPM-DC inhibit	Bfl-1 inhibitors	HT1080 viability	others
CCOCCn1c(SCc2cccc(C)c2)nc2c1c(=O)[nH]c(=O)n2C	5	-2%	10	-8%	-1%	-5%	i	2%	8%
CCOC(=O)C1=C(C)NC(=O)NC1c1ccc(C)o1 (stereo unspecified)	2	-2%	13	4%	9%	-1%	i	-6%	-2%
Cc1ccc(S(=O)(=O)N2CC(=O)Nc3ccccc32)cc1C	4	8%	0	2%	4%	9%	i	-7%	1%
O=C(NCc1ccco1)C1CCN(c2nc3ccccc3n2Cc2ccc(F)cc2)CC1	1	0%	3	-8%	10%	2%	i	-9%	-4%
O=C(Cn1cnc2ccccc2c1=O)OCCCCN1C(=O)c2ccccc2C1=O	2	2%	14	4%	11%	3%	i	-4%	-2%
CC(=O)Nc1nonc1-c1nc2ccccc2n1CCC(C)C	0	19%	6	12%	4%	13%	i	0%	-1%
O=C(C1CCCN(S(=O)(=O)Cc2ccccc2)C1)N1CCCCC1 (stereo unspecified)	0	-5%	14	-12%	9%	4%	i	7%	27%
NC(Cc1cccc2nsnc12)C(=O)O (stereo unspecified)	13	-1%	11	3%	6%	-5%	i	-11%	-11%
O=C(Nc1cccc(C(F)(F)F)c1)c1ccco1	9	9%	7	-5%	21%	x	i	-2%	0%	Spn PMK inh pilot replicates=0.5;Spn MK inh pilot replicates=0.0;DPM-DC inhibit pilot screen %=5.5
O=C(NCc1ccncc1)c1ccc(Br)cc1	2	6%	0	-8%	13%	-1%	i	-2%	-6%
O=c1n(Cc2ccc(Cl)cc2)c2sc3c(c2c2ncnn12)CCCC3	7	13µM*	5	13µM*	0%	11%	i	-5%	11%
CCCC(=O)Nc1ccc2oc(-c3cccnc3)nc2c1	0	-16%	20	-28%	14%	5%	x	2%	8%	Spn PMK inh pilot replicates=0.0;Spn MK inh pilot replicates=0.0
Cn1c(SCC(=O)NCc2ccco2)nnc1-c1cccs1	14	9%	7	-4%	5%	1%	i	5%	2%
COC(=O)c1ccc(/C=N/n2cnnc2)cc1	3	x	1	x	18%	6%	i	-14%	0%
O=C(c1ccco1)N1CCC(c2ccccc2)C1 (stereo unspecified)	6	-2%	11	-8%	2%	17%	i	3%	-5%
COc1cccc(-c2nn3c(-c4cccc(C)c4)nnc3s2)c1	11	18%	11	22%	3%	9%	i	-8%	-1%
Cc1ccc2c(CC(=O)NCc3ccco3)coc2c1C	0	73%*	10	65%*	11%	1%	i	-4%	x
COC(=O)\C(C(C)=O)=C(/C=C/C=C/N(C)C)N(C)C	3	x	0	x	17%	x	i	4%	13%
CC(=O)c1cccc(NC(=O)Nc2cnn(Cc3ccc(F)cc3)c2)c1	11	17%	0	8%	7%	-2%	i	-6%	-3%
COc1cc(=O)n2c(-c3ccccc3)csc2n1	0	6%	7	7%	3%	-2%	i	18%	-18%
N#CCCN1CCN(C(=S)c2ccc(-c3cccc(Cl)c3)o2)CC1	0	21%	0	17%	4%	-2%	i	-2%	-5%
CCc1ccccc1N(CC(=O)NCCSCc1ccco1)S(C)(=O)=O	10	-4%	5	-11%	-5%	8%	i	-5%	3%
O=C(OCn1nnc2ccccc2c1=O)C1CCCCC1	1	-18%	9	-27%	10%	3%	i	-3%	2%
CCOC(=O)N1CCN(C(=O)c2cnn3c(C(F)F)cc(-c4ccc(C)cc4)nc23)CC1	0	5%	2	9%	4%	1%	i	-2%	10%
Cn1cnnc1SCNC(=O)C(F)(F)F	0	-9%	1	-4%	-1%	x	i	1%	15%
CC(=O)c1ccc(OCCCC(=O)n2nnc3ccccc32)cc1	8	4%	7	6%	0%	14%	i	1%	7%
COC(=O)CCNc1ccc2c(c1)OCCO2	8	-16%	6	-6%	6%	-10%	i	-4%	-12%
COc1ccc(-c2nnc(SCC(=O)NCc3ccco3)n2C)cc1	10	-35%	12	-22%	12%	-7%	i	-5%	-2%
c1ccc2c(c1)nc(NCC1CCCO1)c1nnnn12 (stereo unspecified)	0	6%	5	1%	6%	9%	x	12%	0%
COc1ccc(C(=O)CSc2nnc(CNc3ccc(C)cc3C)o2)cc1	19	17%	8	13%	14%	-4%	i	-2%	-9%	Spn PMK inh pilot replicates=2.5;Spn MK inh pilot replicates=1.0;DPM-DC inhibit pilot screen %=2.5
CCN(CC)C(=O)COn1c(SCC(=O)N(CC)CC)nc2ccccc2c1=O	5	-1%	3	-14%	11%	0%	i	-5%	6%
CCOc1ccc(C)cc1S(=O)(=O)n1ccc(C)n1	7	8%	4	5%	15%	6%	i	1%	1%
COc1cc(C)c(S(=O)(=O)n2ccc(C)n2)cc1C	10	19%	0	20%	8%	-8%	i	-5%	10%
COc1ccc(OC)c(NC(=O)C23CCC(C)(C(=O)O2)C3(C)C)c1 (stereo unspecified)	9	4%	7	8%	4%	5%	i	10%	-8%
Brc1cccc(-c2cnc3n2CCCCC3)c1	1	-14%	3	-18%	20%	14%	i	-5%	-20%	Spn PMK inh pilot replicates=5.0;Spn MK inh pilot replicates=0.0;DPM-DC inhibit pilot screen %=1.5
CSc1nnc(-c2cccs2)n1-c1ccccc1	9	-7%	0	-5%	4%	-6%	i	4%	-6%
